Source: PubChem (several laboratories)
GPR55 LPI antagonism: inhibition of LPI-stimulated GPR55 beta-arrestin translocation – imaging, U2OS, beta-arrestin-GFP, LPI agonist, primary screen (AID 2013); U2OS GPR55 beta-arrestin-GFP translocation imaging, LPI antagonism; higher % means a stronger effect; inhibition, % at 10 µM; hits with a dose series show IC50 in µM; 290,000 compounds, 0.13% hits;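 active = spots per cell inhibited over 60%, with over 100 cells counted and total cytoplasm intensity under 500,000; inconclusive = wells with under 100 cells, flagged as likely toxic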;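 note: U2OS cells stably carrying GPR55 and arrestin-GFP stimulated by 5 µM LPI near EC80; imaged beta-arrestin-GFP aggregate spots per cell after agonist stimulation; plate controls were LPI-stimulated DMSO wells for no effect and DMSO wells without LPI for full effect; some results filed as inactive read as strong as hits; confirmed hits need IC50 under 10 µM and bright autofluorescent wells are also inconclusive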
GPR55 beta-arrestin: selective activators of receptor GPR55 – imaging, U2OS cells, beta-arrestin-GFP redistribution, primary screen (AID 1961) | U2OS GPR55 beta-arrestin-GFP redistribution imaging; higher % means a stronger effect | activation, % at 10 µM, or EC50 in µM where a hit was titrated | 290,000 compounds, 0.048% hits;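 active = activation above 40% with more than 50 cells counted in the well; inconclusive = wells holding fewer than 50 cells, flagged as toxic or sparse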;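 note: U2OS osteosarcoma cells stably expressing GPR55 and beta-arrestin-GFP; plate controls were DMSO negative control for no effect and LPI positive control for full effect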
NOD1 NF-kB reporter: inhibition of NOD1-driven NF-kB reporter – cell-based, luminescence, uHTS, primary screen (AID 1578); one-dose inhibition, % at 4 µM; EC50 in µM for titrated hits; NOD1-driven NF-kB luciferase reporter cells, luminescence; higher % means a stronger effect; 290,000 compounds, 1% hits; in the data active = inhibition mostly above about 36%, no sharp cut-off; inactive = mostly below about 34%;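 note: HEK-293T reporter cells stimulated with the NOD1 agonist gamma-tri-DAP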
KOR beta-arrestin-1: kappa opioid receptor blockers – cell-based, luminescence, uHTS (AID 1778); KOR beta-arrestin recruitment, luminescence, antagonist mode; higher % means a stronger effect; one-dose inhibition, % at 10 µM; IC50 in µM for titrated hits; 290,000 compounds, 0.091% hits; note: strong numbers were not always called active
NOD2 inhibition: NOD2 signaling inhibitors, cell-based, luminescence, uHTS, HEK293 (AID 1566). HEK293 NOD2/NF-kB luciferase reporter, luminescence; higher % means a stronger effect. inhibition, % at 4 µM; hits with a dose series show EC50 in µM. 290,000 compounds, 0.63% hits; note: many of its hits are not listed in these tables
GPR35 antagonists: inhibition of zaprinast-stimulated GPR35 beta-arrestin translocation – imaging, U2OS, beta-arrestin-GFP, zaprinast agonist, primary screen (AID 2058); U2OS GPR35 beta-arrestin-GFP translocation imaging, zaprinast antagonism; higher % means a stronger effect; inhibition, % at 10 µM; hits with a dose series show IC50 in µM; 290,000 compounds, 0.052% hits;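 active = inhibition of at least 50% with at least 30 cells and total cytoplasm GFP at most 10,000,000; inconclusive = under 30 cells or total GFP of 10,000,000 plus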
HIV fusion peptide: inhibitors of HIV fusion peptide binding, primary screen, biochemical, uHTS, fluorescence dequenching (AID 1986); inhibition, % at 20 µM; hits with a dose series show IC50 in µM; cell-free peptide binding, fluorescence dequenching, 30 min; higher % means a stronger effect; 290,000 compounds, 0.3% hits; in the data active = inhibition mostly above about 52%, no sharp cut-off; inactive = mostly below about 76%; note: some results filed as inactive read as strong as hits
Myeloid diff 2: myeloid differentiation induction. ER-HoxA9 myeloid progenitors, lysozyme-GFP differentiation, flow cytometry. calls only at 10 µM. 360,000 compounds, 1% hits. AID 624256;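 active = normalized GFP-positive differentiation at or above the plate's own cutoff, the solvent-only control mean plus 3 SD; inconclusive = no clear call, values can overlap the other calls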;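 note: cells exposed to compound for four days before flow analysis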
KOR beta-arrestin-2: KOR agonists, beta-arrestin recruitment, primary screen, cell-based, luminescence, uHTS (AID 1777); KOR beta-arrestin recruitment, luminescence; higher % means a stronger effect; activation, % at 10 µM, or EC50 in µM where a hit was titrated; 280,000 compounds, 0.02% hits; in the data active = activation above about 50%, passing the limit was not always enough; note: a part of the inactive calls stands beside numbers as strong as those of hits
Myeloid diff 2 GFP+ MAC1+ %: further read-out of Myeloid diff 2, marked with its call; GFP+ MAC1+ double positive, %; measured here: differentiation confirmed by MAC1 staining
The depositor's hits bear a star; i = inactive; ? = inconclusive; . = not tested or not shown; + = active, no number; [ ] = dose if it differs, or a comment. Cut-off read from the data, not from the text of the source, unless noted: active = inhibition above about 50%; inactive = the rest.

SMILES	GPR55 LPI antagonism	GPR55 beta-arrestin	NOD1 NF-kB reporter	KOR beta-arrestin-1	NOD2 inhibition	GPR35 antagonists	HIV fusion peptide	Myeloid diff 2	Myeloid diff 2 GFP+ MAC1+ %	KOR beta-arrestin-2
CSCC[C@H](NS(=O)(=O)c1ccc(C)cc1)C(=O)N1CCC(C(=O)N[C@H](C(=O)O)c2ccccc2)CC1	4%	-0.1%	-23%	-45%[20 µM]	0%	-4%	0.3%	i	1.8	-1.3%
O=C(O)C1CCN(C(=O)c2ccccc2Cl)CC1	8%	0.3%	-8%	26%	8%	-2%	2.4%	i	7.0	-2.4%
CC1CCCCN1C(=O)c1c(Cl)cnn1C (stereo unspecified)	13%	-0.1%	-18%	-1%	8%	5%	0.6%	i	1.1	-0.4%
O=C(Nc1c(C(=O)Nc2ccccc2)cnn1-c1ccccc1)c1ccco1	2%	0.2%	-11%	-24%	9%	-4%	-2.4%	i	7.4	.
C/C(=N\Nc1nc(-c2ccccc2O)nc2ccccc12)c1ccccc1	9%	0.3%	-42%	-52%	-8%	1%	-2.3%	i	0.5	-5.4%
CCN(C(=O)CSc1nc2ccccc2c(=O)n1CCOC)C1CCS(=O)(=O)C1 (stereo unspecified)	12%	0.6%	-22%	-16%	2%	0%	2.6%	i	0.2	-2.0%
Cc1ccccc1C(=O)Nc1ccc(C(=O)NNC(=O)CCCOc2ccc(Cl)cc2Cl)cc1	23%	-0.1%	1%	8%	17%	-4%	3.1%	i	6.7	-0.4%
O=C(OCn1nnc2ccccc2c1=O)c1ccco1	2%	0.2%	-13%	18%	10%	-5%	-2.8%	i	1.0	-3.5%
NC(=O)NCC(c1ccccc1)C1CCCCC1 (stereo unspecified)	-2%	0.0%	-37%	-48%[20 µM]	7%	4%	0.1%	i	0.1	3.1%
CCOc1ccc(NC2=CC(=O)CCC2)cc1	-3%	0.0%	3%	41%	-36%	-1%	-2.2%	i	0.7	9.4%
Cc1cccc(C(=O)Oc2cccc3c(O)cccc23)c1	.	0.0%	-1%	-4%	9%	-2%	-1.3%	i	0.7	0.9%
O=C(Nc1ccc2c3c(cccc13)CC2)c1ccco1	21%	0.2%	-25%	6%	-26%	4%	1.6%	+	1.5*	6.9%
COc1ccc(C(CC(=O)O)NS(=O)(=O)c2ccc3c(c2)NC(=O)CO3)cc1 (stereo unspecified)	2%	-0.2%	10%	-9%	-4%	-9%	0.9%	i	0.8	4.1%
Cc1cccc(NC(=O)COC(=O)CCc2ccc(S(=O)(=O)N3CCOCC3)cc2)c1C	8%	-0.1%	7%	-10%	1%	-4%	-2.6%	i	0.4	2.8%
Cc1ccccc1NC(=O)c1c(O)c2cccc3c2n(c1=O)CCC3	0%	-0.3%	4%	-1%	9%	22%	4.9%	.	.	-8.3%
COc1ccc2oc(C(F)(F)C(F)(F)F)cc(=O)c2c1	16%	0.6%	-2%	-8%	8%	6%	-1.1%	i	0.0	-0.9%
CN(CC(=O)O/N=C(\N)c1ccc(Br)cc1)S(=O)(=O)c1ccccc1	4%	-0.1%	-16%	-13%	7%	-6%	-0.4%	i	0.6	5.8%
CCOC(=O)C1=C(C)N(C)C(=S)NC1c1ccc(Cl)cc1 (stereo unspecified)	1%	-0.2%	5%	-25%	-2%	-9%	-0.8%	i	1.0	-1.0%
Cc1ccc(NC(=O)Cn2nnc3ccccc32)cc1	7%	0.0%	-48%	24%[20 µM]	-63%	7%	-1.0%	i	0.5	-2.0%
CN(c1ccccc1C(=O)Nc1ccc(CC#N)cc1)S(=O)(=O)c1ccccc1	6%	0.3%	36%	-4%[20 µM]	-3%	2%	-2.1%	.	.	2.4%
O=C(CCc1ccccc1)Nc1ncn[nH]1	8%	0.0%	-43%	-25%	15%	-3%	0.3%	i	1.1	1.6%
O=C(CCNS(=O)(=O)c1cccs1)Nc1nccs1	12%	0.2%	5%	17%	7%	-17%	1.9%	i	0.5	2.7%
CS(=O)(=O)Nc1ccc(C(=O)Nc2ccc3c(c2)OCO3)cc1	-8%	0.8%	-62%	-18%	-35%	2%	-0.8%	i	0.5	-1.2%
O=C1C2C3CCC(C3)C2C(=O)N1c1ccc2ccccc2c1 (stereo unspecified)	7%	-0.1%	-32%	2%[20 µM]	-2%	3%	-1.1%	i	0.4	1.5%
COc1ccccc1NC(=O)c1ccc(NC(=O)CSc2nnnn2C)cc1	0%	-0.1%	9%	25%	9%	-2%	-2.9%	i	0.8	-4.4%
c1ccc(CNc2c3c(nc4ncnn24)CCCC3)nc1	10%	-0.2%	-18%	-27%	4%	-2%	-1.4%	i	1.1	-0.6%
CC1CCN(c2ccc3nnc(CCC(=O)NCc4ccco4)n3n2)CC1	8%	-0.1%	-16%	-19%	11%	-14%	-1.7%	i	1.1	-5.5%
CCn1c(=O)cc(OCC(=O)N2CCN(c3cccc(C(F)(F)F)c3)CC2)c2ccccc21	4%	-0.1%	-6%	5%	-3%	0%	-2.9%	i	0.7	1.6%
Nc1nc(N)n(-c2ccccc2)c(=Nc2ccccc2)n1	4%	-0.1%	-10%	8%	-5%	-7%	1.5%	i	0.4	2.7%
O=C(CNC(=O)Cc1cccc2ccccc12)NCc1ccc(F)cc1	1%	-0.2%	-7%	-24%	-8%	13%	-1.6%	i	1.4	-0.9%
Cc1ccc(N2C(=O)C(CN(C)C)C2c2ccccc2)cc1 (stereo unspecified)	17%	-0.3%	-5%	11%	15%	1%	-2.2%	i	0.3	0.4%
COC(=O)c1[nH]c2cc(OC)ccc2c1NC(=O)CCN1CCCC(C)(C)C1	26%	0.0%	-14%	5%	9%	4%	-1.7%	i	5.2	2.0%
COc1ccc2c(CC(=O)N3CCc4ccccc43)coc2c1	-14%	-0.1%	-115%	-20%	-152%	14%	4.2%	i	0.7	6.8%
O=C(N/N=C/c1ccc(OC(F)F)cc1OC(F)F)c1ccc(Br)cc1	5%	-0.3%	32%	-8%	7%	21%	-0.8%	i	0.3	4.2%
COc1ccc(NS(=O)(=O)c2ccc3nc(COc4ccc(Cl)c(C)c4)[nH]c3c2)cc1	32%	0.6%	-6%	-14%	9%	-9%	2.7%	i	0.7	-0.4%
CN(C)CCCNC(=O)/C(=C\c1ccc(-c2ccc(Br)cc2)o1)NC(=O)c1ccccc1	44%	-0.2%	0%	-38%	13%	.	-1.5%	+	4.9*	-1.7%
CC(C)c1ccc(C(=O)NCCCc2ccccc2)cc1	3%	0.4%	-125%	1%	-80%	10%	-2.7%	i	0.8	-11%
Cc1cc(OCc2cc(C(=O)N(C)Cc3nonc3C)no2)cc(C)c1Cl	-9%	0.5%	-20%	-48%	17%	17%	-0.7%	i	1.5	0.9%
CCOC(=O)N1CCC(=NNC(=O)NC2CCCCC2)CC1	0%	0.3%	-30%	-12%	2%	2%	-1.4%	i	0.4	-0.2%
CC1(C)C2CCC1(CS(=O)(=O)N1CCN(c3ccccc3F)CC1)C(=O)C2 (stereo unspecified)	5%	-0.2%	-22%	-40%	1%	10%	1.0%	i	2.4	1.9%
CC1=NNC(=O)C1CC(=O)N/N=C/C(Br)=C/c1ccccc1 (stereo unspecified)	-1%	-0.1%	5%	34%	23%	1%	-2.4%	i	0.5	2.5%
N#C/C(=C/c1ccc(OCc2ccc(C(=O)O)cc2)c(Br)c1)c1cccc(F)c1	10%	-0.4%	21%	6%	16%	2%	88%*	.	.	3.6%
CC1(C)CN(C(=S)Nc2ccc(F)cc2F)C1=O	-5%	-0.1%	0%	10%	-6%	1%	-0.5%	i	0.1	2.6%
O=C(N/N=C/c1ccc(O)c2ncccc12)c1cccc(Br)c1	4%	-0.1%	-56%	-14%	19%	-13%	0.4%	?	.	-5.5%
O=C(CSc1nnc(Cc2cccs2)n1Cc1ccco1)Nc1cccc(Cl)c1	-2%	-0.1%	.	12%	-18%	0%	1.8%	i	0.8	22%
CC(=O)Nc1ccc(S(=O)(=O)NCCC(=O)N2CCc3ccccc32)cc1	3%	-0.2%	-2%	-18%	9%	-14%	0.4%	i	1.7	17%
COc1ccc(OC)c(S(=O)(=O)N2CCc3ccccc3C2)c1	18%	-0.2%	23%	0%	7%	10%	-1.0%	i	0.2	5.5%
CCc1cc2cc(C(=O)N3CCN(Cc4ccccc4)CC3)sc2s1	-16%	-0.2%	-32%	2%	-1%	-2%	-2.1%	i	0.2	15%
Cc1ccc(C(=O)NC2CCCCNC2=O)cc1C (stereo unspecified)	12%	-0.1%	-6%	-14%	-22%	2%	1.0%	i	0.8	7.6%
COc1ccc(OCCCC(=O)Nc2cc([N+](=O)[O-])ccc2C)cc1	-9%	-0.2%	.	-33%	14%	4%	-4.1%	i	0.0	3.7%
c1cc[n+](CCC[n+]2ccccc2)cc1	-4%	0.0%	-9%	-4%	12%	-2%	-2.0%	i	0.3	-4.6%
COc1ccc(-c2ccc(CCC(=O)O)n2-c2ccc(O)cc2)cc1	11%	0.5%	-17%	6%	7%	-11%	2.4%	i	0.1	-6.9%
COc1ccc(-c2cc(C(=O)Nc3cccnc3Cl)no2)cc1	0%	-0.1%	-43%	-37%	-1%	12%	0.0%	i	1.9	0.1%
CCN(CC)S(=O)(=O)c1cccc(NC(=O)COC(=O)CCC(=O)c2ccc(F)cc2)c1	2%	-0.3%	-40%	-2%	8%	9%	-2.5%	i	0.3	-1.3%
COc1ccc(C2(c3ccc(OC)cc3)NC(=O)N(CC(=O)Nc3ccc(C(N)=O)cc3)C2=O)cc1	1%	-0.1%	.	4%	.	6%	-0.2%	i	1.1	13%
Cc1ccccc1-n1c(SCC(=O)Nc2ccc3c(c2)OCO3)nnc1-c1ccccn1	0%	-0.2%	-31%	-29%	-1%	1%	-3.1%	i	1.7	0.2%
O=C(Nc1nc2c(s1)COc1ccccc1-2)c1cccs1	-3%	-0.1%	10%	21%	15%	-3%	-0.3%	i	4.6	-4.0%
Cn1cncc1COC(=O)c1ccc(Cl)cc1	7%	0.0%	-3%	-5%	9%	-8%	1.1%	i	1.3	3.4%

Not all compounds are listed; rates above refer to the full screens.
